# Rad51 HR inh – blocks human Rad51 in homologous recombination; Q06609; hRad51 DNA strand exchange, fluorescence dequenching; inhibition, % at 10 µM; 0.085% of 200,000 active;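 active = inhibition above 40% at the single screening dose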;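 also: 0% = DMSO control wells and 100% = blanks with heterologous ssDNA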
#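 Test system: preformed human Rad51 ssDNA filaments; also added: Donor/quencher-labelled 47-bp dsDNA substrate; doses: 10 µM final, single point; times: 37 °C 15-min filament assembly, 30-min compound preincubation, 15-min exchange; detection: FRET fluorescence dequenching, excitation 485 nm, emission 520 nm; read-out basis: Fluorescence-based percent inhibition, control- and blank-normalised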
# KCC2 mod – modulators of human KCC2 chloride dependent transport. KCC2 cells, thallium flux FluoZin-2 fluorescence. AID 1456. 2.2% of 190,000 active. B-score of Tl+ flux slope (higher = more flux/activation; lower = inhibition) at 10 µM. Q9H2X9;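 active = thallium flux slope and its plate-corrected score both differing from the plate sample mean at a set confidence after two filtering rounds, in either direction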;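 also: slope of fluorescence scaled to starting intensity during 10 to 20 s after thallium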
# Mdm2 ligase inh – Mdm2 E3 ligase (human) inhibition; Q00987; cell-based MDM2 ubiquitination luciferase reporter, 2 h; 0 = plate control, 100 = twice control, blank-subtracted; signal enhancement, % at 5 µM; 0.11% of 210,000 active; AID 1230;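 active = signal enhancement of 30% or more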;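 also: luminescence tracks abundance of the self-degrading MDM2-luciferase fusion protein; higher signal means inhibition of MDM2 E3 ligase activity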
#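 system = mammalian cells stably expressing self-ubiquitinating, self-degrading MDM2 E3–luciferase fusion | quantity = 2000 cells per well seeded | incubation = 4 h cell settling then 2 h compound exposure, 37 °C | signal = SteadyLite luminescence, 15 min reagent step | benchmarks = plate control and blank wells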
# eIF4E-4G inh – inhibitors of eIF4E and eIF4G interaction in translation initiation. P63073+Q04637. TR-FRET eIF4E-eIF4GI(517-606) binding, 2 h. inhibition, % at 21.7 µM. 0.37% of 220,000 active;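 active = inhibition above about 30%, limit read from the data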;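 also: 0% = full FRET control wells and 100% = background wells lacking eIF4GI fragment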
# zVAD death inh – blocks zVAD induced death of L929 cells. L929 zVAD necroptosis rescue, ATP luminescence, 24 h; with zVAD 60 µM. viability rescue, % at 10 µM. 0.38% of 220,000 active;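 active = activation, scaled between plate controls, above about 75%, limit read from the data; inactive = activation under that limit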;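 also: 0% = zVAD with DMSO and 100% = DMSO alone without zVAD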
# TNF necrop inh – TNF-alpha cell death inhibition in Jurkat FADD-/- cells; AID 463075; 0.068% of 220,000 active; activation (protection from cell death), % at 10 µM; Jurkat FADD-/- TNF necroptosis rescue, ATP luminescence, 24 h; 0 = TNF only, 100 = no-TNF cells;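 active = activation, meaning protection from cell death, of at least 50% relative to plate controls; inactive = activation below 50%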;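 also: necroptosis triggered by 40 ng/mL TNF-alpha added together with compound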
# EBV gp42 inh – inhibitors of Epstein-Barr virus glycoprotein 42; Q1HVG2; Fluorescence polarization binding assay, mP read-out; inhibition, % (tested at 21.74 µM); 0.42% of 220,000 active; AID 1085; in the data active = inhibition above about 50%
# PERK inh – inhibitors of human PERK kinase | AID 1416 | inhibition, % at 5.6 µM | CHO PERK-DD fusion, SEAP luminescence translation reporter | Q9NZJ5 | 0.17% of 220,000 active;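 active = inhibition above the mean inhibition of all tested compounds plus 3 SD, set separately per screening campaign, cut at about 2.9% in these data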;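 also: PERK kinase domain activated by AP20187 dimerizer at 100 nM; 0% = DMSO with dimerizer and 100% = rapamycin at 8.4 µM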
# Target sequence (Q9NZJ5 whole entry, looked up, the tested form may be a part): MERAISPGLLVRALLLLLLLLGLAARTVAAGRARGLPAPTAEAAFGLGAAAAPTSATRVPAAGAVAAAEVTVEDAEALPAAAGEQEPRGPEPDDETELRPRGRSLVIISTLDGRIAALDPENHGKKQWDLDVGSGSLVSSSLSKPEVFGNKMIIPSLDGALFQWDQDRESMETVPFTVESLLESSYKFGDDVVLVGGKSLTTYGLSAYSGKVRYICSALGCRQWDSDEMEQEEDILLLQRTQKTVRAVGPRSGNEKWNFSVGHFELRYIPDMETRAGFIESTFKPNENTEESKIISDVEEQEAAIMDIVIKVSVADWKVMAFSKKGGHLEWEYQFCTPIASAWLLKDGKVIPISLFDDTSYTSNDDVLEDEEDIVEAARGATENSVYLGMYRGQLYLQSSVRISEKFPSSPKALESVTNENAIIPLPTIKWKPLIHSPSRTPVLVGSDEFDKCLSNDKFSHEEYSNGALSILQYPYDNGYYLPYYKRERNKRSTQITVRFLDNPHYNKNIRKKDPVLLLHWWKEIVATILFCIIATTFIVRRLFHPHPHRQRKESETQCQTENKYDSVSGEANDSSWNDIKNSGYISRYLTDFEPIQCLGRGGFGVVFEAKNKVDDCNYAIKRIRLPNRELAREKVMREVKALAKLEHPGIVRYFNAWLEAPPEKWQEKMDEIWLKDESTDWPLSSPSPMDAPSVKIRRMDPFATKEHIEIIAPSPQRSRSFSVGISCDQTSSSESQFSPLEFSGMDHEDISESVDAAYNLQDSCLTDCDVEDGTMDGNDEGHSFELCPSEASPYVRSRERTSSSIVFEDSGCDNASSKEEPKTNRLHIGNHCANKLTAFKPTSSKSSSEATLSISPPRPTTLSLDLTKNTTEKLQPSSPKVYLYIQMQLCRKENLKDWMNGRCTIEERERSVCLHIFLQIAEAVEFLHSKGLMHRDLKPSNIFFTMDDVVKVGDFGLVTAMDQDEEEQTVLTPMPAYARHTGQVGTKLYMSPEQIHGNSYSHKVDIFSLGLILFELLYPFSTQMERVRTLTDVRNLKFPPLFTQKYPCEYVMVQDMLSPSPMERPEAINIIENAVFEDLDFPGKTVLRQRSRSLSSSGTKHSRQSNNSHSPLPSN
# m-calpain inh – calpain II (pig) inhibition. purified calpain II, fluorogenic peptide substrate, 30 min. inhibition, % at 16 µM. 0.37% of 220,000 active. AID 1236;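 active = inhibition above about 50%, limit read from the data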
# Active calls of the source: *; . = not tested or not shown; [ ] = another dose, or the depositor's remark.
SMILES,Rad51 HR inh,KCC2 mod,Mdm2 ligase inh,eIF4E-4G inh,zVAD death inh,TNF necrop inh,EBV gp42 inh,PERK inh,m-calpain inh
COc1ccc(C(=O)Nc2cnn(Cc3ccc(Cl)cc3)c2)cc1OC,-35,.,-22,2,1.6,4.4,-10,-1.4,17
Cc1[nH]c2ccccc2c1C(c1ccccn1)N1CCCC1 (stereo unspecified),-1,-0.27,-7,-4,18,0.1,-15,0.9,-10
Cc1ccc2cccc(Oc3ncnc4scc(-c5ccc(Cl)cc5)c34)c2n1,-7,-0.2,-4,-1[fluorescence artefact?],0.3,0.1,1,0.2,17
O=C(Cn1nnc(-c2ccc3c(c2)OCO3)n1)NCc1ccco1,-4,-0.19,1,-3,-0.4,-2.8,-10,0.5,-31
COc1ccccc1NC(=O)Cn1c(=O)n(-c2ccccc2)c(=O)c2oc3ccccc3c21,.,0.58,-7,-5,0.2,0.7,-11,-0.1,11
CC(C)(C)c1ccc(-c2csc(NC(=O)CN3C(=O)NC4(CCCCC4)C3=O)n2)cc1,1,0.45,-20,2,1.0,-1.8,-38,0.1,-9
CC(=O)N(Cc1ccccc1)c1nc(-c2ccccc2)cs1,5,0.066,-1,0,-1.7,0.6,-13,0.8,-7
Cc1cc(C)c2cc(C#N)c(NCCCNC(=O)CCC(=O)O)nc2c1,-7,0.98,4,1,0.1,-3.9,-6,0.6,-451
O=C(Nc1ccc(O)c2c(=O)cc(-c3ccccc3Cl)oc12)c1ccc(Cl)cc1Cl,-6,0.45,16,-4,-0.9,-0.3,-22,.,-35
Cc1ccnc(NC(=O)c2sc3ccccc3c2Cl)c1,9,0.36,-85,10,0.2,-0.5,-4,0.0,-26
C/C(=N\NC(=O)c1nn(C)c(C)c1Br)c1ccc(NC(=O)c2ccc(C)s2)cc1,1,.,-3,2,3.4,1.4,-20,1.7,-60
Cn1nc(C(F)(F)F)c(C(=O)Nc2ccc(F)cc2F)c1Sc1cccc(C(F)(F)F)c1,2,.,-9,-5,-0.4,-2.3,5,-0.8,-12
COc1ccc(CNC(=O)C2CCCN(S(=O)(=O)c3cnc[nH]3)C2)cc1 (stereo unspecified),4,.,-10,2,-0.7,0.5,-3,0.2,-2
COc1ccc([N+](=O)[O-])cc1NC(=O)/C=C/C(=O)O,4,-0.74,-16,-3,0.4,0.8,8,0.5,-8
COc1ccc(O)c(/C=N/c2sc(C)c(C)c2C#N)c1,2,.,-10,0,1.3,-0.8,-122,1.3,1
CC(C)CNC(=O)CCCc1c[nH]c2ccccc12,-4,-0.57,-5,10,-0.1,-1.0,-1,0.6,-8
CCOc1ccc(C(C(=O)NC2CCCCC2)N(C(=O)Cc2cccs2)c2ccc(-n3cnnn3)c(OC)c2)cc1 (stereo unspecified),5,0.34,-4,-1,0.0,0.5,7,0.6,-54
CN(C)Cc1nc2ccccc2c(=O)n1Cc1nc(C(C)(C)C)cs1,-2,-0.91,-74,-11,-0.2,-4.5,-15,-1.3,25
O=C(O)C1=C[C@H](c2ccc(Br)cc2)C[C@H](OCCCCO)O1,-6,0.78,.,4,0.1,0.0,-7,1.6,8
C/C(=N\NC(=O)CSc1nc(C)cc(C)n1)c1ccc([N+](=O)[O-])cc1,19,-0.072,-10,-4,0.2,-1.3,-1,0.5,-13
CN(Cc1ccccc1)C(=C(Cl)Cl)C(=C1NCCN1)[N+](=O)[O-],-4,2,4,1,-0.6,-0.4,-5,0.2,5
Cc1cc(C(=O)Nc2ccc(S(=O)(=O)Nc3onc(C)c3C)cc2)cs1,2,0.0059,-7,-2,-0.4,0.6,-11,-0.4,-5
Cc1nnc(SCC(=O)N2CCc3ccccc3C2)s1,1,0.17,-21,-4,-0.2,0.5,7,0.7,20
CCn1c(COc2cc(C)ccc2C(C)C)nnc1SCC(=O)Nc1nccs1,-8,-1.4,-3,-1,0.3,-0.9,-9,1.8,5
Cc1ccc2nnnc(-c3ccccc3)c2c1,12,-1.5,11,0,-0.1,-2.0,-3,-0.4,23
CCOC(=O)C1CCCN(CC(=O)Nc2c(C(=O)OC)[nH]c3ccc(Cl)cc23)C1 (stereo unspecified),-2,-0.48,5,-2,0.8,-6.0,-3,-1.4,-26
Cc1ccc(CCC(=O)Nc2ncc(Cc3cc(Cl)ccc3Cl)s2)o1,23,0,8,-3,-0.8,-18,-11,1.1,22
Cc1ccc(Cn2c3ccccc3c3cn[nH]c(=O)c32)cc1,-7,0.49,-7,7,-0.2,1.8,-8,-0.3,12
CC1CN(Cc2ccc(Cl)cc2Cl)CC(C)O1 (stereo unspecified),2,1,-7,10,0.8,0.7,-15,1.1,14
O=C(O)CCCC(=O)N1CCc2cc(S(=O)(=O)NCc3ccccc3)ccc21,-8,0.61,-22,1,0.2,-0.2,-16,1.2,23
CC(OC(=O)c1cc2sccc2n1C)C(=O)NCC1CCCO1 (stereo unspecified),0,-0.67,-1,-2,0.1,-3.0,11,-0.5,-5
O=C1c2[nH]nc(-c3ccccc3O)c2C(c2ccc(F)cc2)N1Cc1ccco1 (stereo unspecified),-3,.,-20,7,0.5,0.5,24,0.2,-68
Cc1nc(SCCO)c2oc3ccccc3c2n1,9,0.77,-5,.,0.3,-4.3,-6,-0.5,-7
O=C(Nc1nc2c(s1)CCCC2)c1ccc(S(=O)(=O)N2CCCc3ccccc32)cc1,-1,.,-24,-2,1.0,1.2,-6,-0.1,-21
CC1=CC(C/C(C)=C/COc2ccc3ccc(=O)oc3c2)OC1=O (stereo unspecified),-1,0.017,-27,-18,0.3,0.5,-12,.,-140
CCN1CCN(C(=O)CN(C)S(=O)(=O)c2ccc(OC)c(C)c2)CC1,1,.,-13,-4,0.2,-0.5,-29,0.1,-5
Cc1ccc(CSc2ncnc3c2cnn3Cc2ccccc2)cc1C,0,1,-14,2,-0.3,-0.4,-9,-0.4,14
C=CCOC(=O)C1=C[C@@H](c2coc3ccccc3c2=O)[C@H](CCCO)[C@@H](OCC)O1,-14,1.5,.,2,0.2,2.5,-7,0.8,-8
CC(C)CNS(=O)(=O)c1ccc(CCC(=O)N2CCN(Cc3ccccc3)CC2)cc1,1,-0.12,-18,-3,-0.3,-0.5,7,0.1,13
COc1ccc(-c2nnc(NC(=O)Cc3ccccc3)s2)c(OC)c1,-4,-0.37,-13,-1,0.6,2.0,-9,-0.8,0
COc1ccc(CN(CC(=O)NC2CCCC2)C(=O)c2onc(C(N)=O)c2N)cc1,8,-0.17,-11,13,0.0,0.6,-11,1.0,-23
Cc1ccc(-c2ccc(/C=N/N=C3/NC(=O)C(CC(=O)O)S3)o2)c([N+](=O)[O-])c1 (stereo unspecified),-14,-3.5,-36,10[fluorescence artefact?],-0.3,-4.9,-3,0.1,28
CCCCCN(C(=O)NC(=O)Nc1nncs1)S(C)(=O)=O,-3,.,12,4,-0.3,-1.5,-13,1.1,-14
CCNC(=S)NNC(=O)c1cc(-c2cccnc2)nc2ccccc12,-4,-1.3,-14,0,3.4,-3.7,-22,1.3,-29
Cc1ccc(S(=O)(=O)CCC(=O)c2ccc(O)cc2O)cc1,4,0.16,-12,7,0.3,-6.1,8,1.0,26
COc1ccccc1NS(=O)(=O)c1ccc(S(=O)(=O)N2CCOCC2)cc1,7,0.76,-3,0,-0.5,0.4,-1,0.5,-23
O=C(Nc1cccs1)Nc1c(F)c(F)cc(F)c1F,3,0.95,5,14,0.8,3.1,-15,1.9,10
COc1cccc2cc(C(C)=O)c(=O)oc12,-5,0.94,-6,3,-1.0,1.0,-7,1.4,-2
O=C(NCCc1ccccc1)c1ccccc1NC(=O)C1CCCO1 (stereo unspecified),9,1.8,-35,-1,0.5,1.3,-19,0.8,22
CC(C)(C)c1ccc(C(=O)Nc2ccc([N+](=O)[O-])cn2)cc1,7,0.0061,-25,15,1.1,-0.6,0,0.7,-14
CCOc1ccc(NC(=O)CN2C(=O)S/C(=C/c3cccn3C)C2=O)cc1,-10,.,2,-1,0.6,0.3,-31,0.9,-3
Clc1cccc(Nc2ncnc3c2cnn3-c2ccccc2)c1,3,.,-6,4,.,.,-26,.,-1

# Among those listed so far, these contain a thiophene ring, fused or not.
SMILES,Rad51 HR inh,KCC2 mod,Mdm2 ligase inh,eIF4E-4G inh,zVAD death inh,TNF necrop inh,EBV gp42 inh,PERK inh,m-calpain inh
Cc1ccc2cccc(Oc3ncnc4scc(-c5ccc(Cl)cc5)c34)c2n1,-7,-0.2,-4,-1[fluorescence artefact?],0.3,0.1,1,0.2,17
Cc1ccnc(NC(=O)c2sc3ccccc3c2Cl)c1,9,0.36,-85,10,0.2,-0.5,-4,0.0,-26
C/C(=N\NC(=O)c1nn(C)c(C)c1Br)c1ccc(NC(=O)c2ccc(C)s2)cc1,1,.,-3,2,3.4,1.4,-20,1.7,-60
COc1ccc(O)c(/C=N/c2sc(C)c(C)c2C#N)c1,2,.,-10,0,1.3,-0.8,-122,1.3,1
CCOc1ccc(C(C(=O)NC2CCCCC2)N(C(=O)Cc2cccs2)c2ccc(-n3cnnn3)c(OC)c2)cc1 (stereo unspecified),5,0.34,-4,-1,0.0,0.5,7,0.6,-54
Cc1cc(C(=O)Nc2ccc(S(=O)(=O)Nc3onc(C)c3C)cc2)cs1,2,0.0059,-7,-2,-0.4,0.6,-11,-0.4,-5
CC(OC(=O)c1cc2sccc2n1C)C(=O)NCC1CCCO1 (stereo unspecified),0,-0.67,-1,-2,0.1,-3.0,11,-0.5,-5
O=C(Nc1cccs1)Nc1c(F)c(F)cc(F)c1F,3,0.95,5,14,0.8,3.1,-15,1.9,10

# Assay outcomes deposited in PubChem BioAssay by several laboratories.
